Bioassay records deposited in PubChem BioAssay by National Center for Advancing Translational Sciences (NCATS).
ALOX12 inhib: qHTS Assay for Inhibitors of 12-hLO (12-human lipoxygenase). Polyunsaturated fatty acid lipoxygenase ALOX12 (Homo sapiens), P18054. purified 12-hLO, xylenol orange hydroperoxide absorbance. Potency, µM (highest dose often 57.1 µM), for the others: at the top dose activity change, negative = inhibition, hits mostly inhibitors. 150,000 compounds, 0.12% hits. AID 1452, 2008; further: potency means the concentration at half of the fitted maximal effect; nearly all actives have a fitted effect of over 55% in size; many of its hits are not listed in these tables
Target sequence (P18054 whole entry, looked up): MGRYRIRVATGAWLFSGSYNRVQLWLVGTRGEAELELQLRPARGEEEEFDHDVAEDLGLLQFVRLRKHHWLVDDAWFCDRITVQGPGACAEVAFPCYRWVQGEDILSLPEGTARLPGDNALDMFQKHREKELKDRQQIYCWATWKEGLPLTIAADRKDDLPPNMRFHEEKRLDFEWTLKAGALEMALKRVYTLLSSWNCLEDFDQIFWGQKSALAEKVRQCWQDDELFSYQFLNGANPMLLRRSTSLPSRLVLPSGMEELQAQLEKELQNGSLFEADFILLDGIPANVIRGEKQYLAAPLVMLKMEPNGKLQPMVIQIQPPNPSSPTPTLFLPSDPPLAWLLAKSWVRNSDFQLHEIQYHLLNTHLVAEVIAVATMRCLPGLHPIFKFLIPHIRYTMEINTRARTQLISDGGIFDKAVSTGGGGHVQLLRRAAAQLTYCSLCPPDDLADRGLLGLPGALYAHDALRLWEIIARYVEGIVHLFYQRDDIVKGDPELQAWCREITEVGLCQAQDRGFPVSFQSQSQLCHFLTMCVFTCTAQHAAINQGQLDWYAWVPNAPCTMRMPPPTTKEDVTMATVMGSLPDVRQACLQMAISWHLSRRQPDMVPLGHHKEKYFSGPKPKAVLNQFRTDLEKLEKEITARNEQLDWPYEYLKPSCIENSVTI
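Purified human 12hLO (150 nM), preincubated 15 min with compound, then 40 uM arachidonic acid for 30 min, room temperature, Hepes pH 7.0 with 0.01% Triton X-100. Hydroperoxide detected by ferrous iron/xylenol orange; 573/405 nm absorbance ratio gives reaction progress.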
PNC inhibitor: High Content Assay for Compounds that inhibit the Assembly of the Perinucleolar Compartment | activity change (PNC), negative = inhibition, % at 10 µM | AID 2417, 2010 | PC3M PTB-GFP, PNC prevalence imaging, 16 h; stronger effect = lower value | 140,000 compounds, 3.1% hits;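 active means readout at or below -70, meaning at least 70% loss of cells showing the perinucleolar compartment, a nuclear body marking cancer cells; inconclusive means readout between -30 and a set limit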;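 further: plate controls were DMSO wells for no effect and camptothecin positive control wells for full effect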
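Compounds are pinned in duplicate onto adhered PC3M cells stably expressing GFP-tagged PTB and incubated 16 h at 37 C. Cells are then fixed, nuclei stained with Hoechst, and PNC-positive cells counted.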
IMPase inh: qHTS Assay for Identifying the Cell-Membrane Permeable IMPase Inhibitors. 120,000 tested, under 10 active. inhibition (IP1 accumulation), % at 46.1 µM. CHO-M1 cells, IP1 accumulation, HTRF TR-FRET ratio. Inositol monophosphatase 1 (Rattus norvegicus), P97697; active means well fitted curve in the direction sought with a large enough effect in the signal ratio, not every such curve was filed as active; inconclusive means small, poorly fitted or top-dose-only effect, or a change in a side signal; inactive means no such curve, though single readings can be large or run the other way; the % refers to the signal ratio;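 further: cells stimulated with carbachol in lithium chloride buffer; plate controls were DMSO basal wells for no effect and reference inhibitor wells for full effect; higher means more IMPase inhibition seen as more IP1 and lower FRET ratio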
Target sequence (P97697 whole entry, looked up): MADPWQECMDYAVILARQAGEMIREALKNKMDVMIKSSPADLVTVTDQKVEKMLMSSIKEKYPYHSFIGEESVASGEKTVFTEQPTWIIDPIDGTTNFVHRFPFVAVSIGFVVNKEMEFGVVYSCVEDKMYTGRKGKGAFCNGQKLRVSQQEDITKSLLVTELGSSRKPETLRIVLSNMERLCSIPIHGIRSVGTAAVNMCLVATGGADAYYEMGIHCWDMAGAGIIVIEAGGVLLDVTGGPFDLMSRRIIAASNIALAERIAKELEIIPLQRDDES
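In this qHTS, compounds (final up to 46 uM) act on CHO-M1 cells that are then activated through the M1 receptor with carbachol, in pH 7.4 buffer containing 50 mM LiCl, for 30 min. IP1 accumulation is quantified by the IP-One immunoassay.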
ALOX15B inhib: qHTS Assay for Inhibitors of 15-hLO-2 (15-human lipoxygenase 2) | purified 15hLO-2, xylenol orange hydroperoxide absorbance | 110,000 compounds, 0.56% hits | Potency, µM (titrated, usually from 57.1 µM), for inactives: at the highest dose activity change, negative = inhibition, most hits filed as inhibitors; further: potency means the concentration at half of the fitted maximal effect; nearly all actives have a fitted effect of over 60% in size; many of its hits are not listed in these tables
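Enzyme 50 nM, AA 45 uM, 25 mM Hepes pH 7.5 + 0.01% Triton X-100; cpd preinc 15 min RT, rxn 90 min RT; stop/detect with 200 uM XO + 300 uM Fe(II) in 50 mM H2SO4, 30 min; A573/A405.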
* = called active by the depositor; ? = inconclusive; . = no result given; & = joins results of further samples; [ ] = remark or other dose. Unless noted, the call rests on the fitted dose curve; in most records, active means well fitted curve in the direction sought with a large enough effect; inconclusive means small, poorly fitted or top-dose-only effect, or another doubt; inactive means no such curve, though single readings can be large; an effect the other way counts as inactive or inconclusive. Unless noted, on the % scale 0 is the no-effect control and ±100 the full control effect.

no.	SMILES	ALOX12 inhib	PNC inhibitor	IMPase inh	ALOX15B inhib
1	CCN(CC)CCNC(=O)c1ccc(CS(=O)(=O)c2ccc(Br)cc2)o1	8%	54	-3	.
2	Cc1nnc(SCC(N)=O)n1CCc1ccccc1	3%	?	-11	.
3	Cc1cc(=O)[nH]c(-c2ccccc2O)n1	-3%	?	-7	-4%
4	Cc1csc(NC(=O)CSc2nnc(-c3ccoc3C)n2Cc2ccco2)n1	1%	-18	20	-13%
5	COc1ccc(C(=O)Nc2ccc(Oc3ncnc4sc(-c5ccccc5)cc34)cc2)cc1OC	1%	2	-7	.
6	CCCC(c1nnnn1Cc1ccco1)N1CCN(C2CCCC2)CC1 (stereo not drawn)	-9%	5	-4	-8%
7	COc1ccc(CCNC(=O)C2CCCN(S(=O)(=O)c3cccc4nonc34)C2)cc1OC (stereo not drawn)	-2%	?	7	2%
8	CC(C)[C@H](NC(=O)OC(C)(C)C)C(=O)N/N=C/c1cccc2nccnc12	3%	21	5	0%
9	CN(C)C(=O)CSc1nc2ccccc2c(=O)[nH]1	9%	-11	-6	-3%
10	O=C(Nc1cccnc1)C1(F)C(F)(F)C(F)(F)C(F)(F)C(F)(F)C1(F)F	5%	-20	1	1%
11	Cc1ccccc1CN1CCN(C(=O)c2cccc(F)c2)CC1	-7%	?	-10	-14%
12	O=C1c2ccccc2C(=O)N1c1ccccc1S(=O)C(F)(F)F (stereo not drawn)	-2%	6	1	0%
13	O=C(CSc1nnc(-c2ccco2)n1CC1CCCO1)c1ccccc1 (stereo not drawn)	-7%	-24	5	-12%
14	CCOc1ccc(OCC)c(NC(=O)CSc2nc3ccccc3c(=O)n2C)c1	5%	-11	9	-17%
15	COc1ccccc1C(C)NCC(=O)Nc1ccccc1C(F)(F)F (stereo not drawn)	8%	-116*	.	.
16	CC(=O)Cc1nsc(NC(=O)c2ccc(COc3ccc(C)cc3)o2)n1	1%	22	2	-9%
17	C=CCNC(=O)C(C)Sc1ccc(Cl)cc1 (stereo not drawn)	-4%	19	-5	-10%
18	N#Cc1ncc(C(F)(F)F)cc1Sc1ccc(N)cc1	-13%	63	4	-1%
19	COc1cc2c(cc1NC(=O)CSCC(=O)O)oc1ccccc12	0%	-127*	-3	-13%
20	CC1CCCCN1CCNC(=O)C1CC(=O)N(c2ccc(F)c(Cl)c2)C1 (stereo not drawn)	-5%	42	13	11%
21	Cc1cccc(CN2CCC(C(N)=O)CC2)c1	5%	-6	-2	-3%
22	O=C(Cc1ccc(F)cc1)Nc1ccc(F)c([N+](=O)[O-])c1	-6%	?	0	-7%
23	COc1ccc(-c2cc(=O)c3ccccc3[nH]2)cc1	-1%[0.00818 µM]	-15	.	7%[0.0915 µM]
24	CCCOC(=O)c1c(NC(=O)CSc2nc(-c3ccco3)cc(C(F)(F)F)n2)sc(C(=O)OC)c1C	2%	53	-6	-10%
25	CCOC(=O)c1cnc2ccc(OCC)cc2c1NCc1cccnc1	2%	-15	.	.
26	O=c1c(-c2ccccc2)coc2c(CN3CCCC3)c(O)ccc12	-1%	9	-3	2%
27	Cc1ccc(S(=O)(=O)N2CCCC2C(=O)O)cc1 (stereo not drawn)	0%	10	-2	0%
28	COc1ccc(OCC(O)Cn2c(=N)n(CCN3CCCCC3)c3ccccc32)cc1 (stereo not drawn)	-3%	24	14&11	49%[activator]
29	COc1cccc(/C=C2/CN(C)CC3=C2OC(N)=C(C#N)C3c2cccc(OC)c2)c1 (stereo not drawn)	-6%	?	11	.
30	COc1ccc(NC(=O)CSc2nncs2)cc1OC	-1%	-18	4	6%
31	CCN1/C(=C/c2ccc3cccc(C)c3[n+]2CC)Sc2ccccc21	-4%	?	-14	42%[activator]
32	CC(C)(C)n1nnnc1C(c1ccccc1)N1CCc2ccccc2C1 (stereo not drawn)	5%	20	12	-6%
33	Cc1cc(-n2ccc(=O)[nH]c2=O)nc(-c2ccccc2)n1	-4%	?	9	-6%
34	Cc1nc2nc3c(cn2n1)C(=O)CC(c1ccccc1)C3 (stereo not drawn)	-3%	21	-7	-12%
35	O=[N+]([O-])c1cccc(C2=NCCS2)c1	2%	?	.	.
36	CCOC1(OCC)C(c2ccc(Cl)cc2)C(C#N)(C#N)C1(OCC)OCC (stereo not drawn)	1%	4	-3	7%
37	Cc1ccc(Oc2nc3ccccn3c(=O)c2/C=C(\C#N)C(=O)Nc2c(C)n(C)n(-c3ccccc3)c2=O)c(C)c1	-1%	29	-15	.
38	COc1cc(C2NC(=S)NC(C)=C2C(=O)c2ccccc2)ccc1O (stereo not drawn)	-16%	-1	.	.
39	COc1ccc(-c2ccnc3nc(N4CCN(c5ccccc5)CC4)nn23)cc1	2%	17	9	-2%
40	Nc1c2c(=O)oc(-c3ccccc3)cc2nn1-c1ccccc1	-4%	58	4	.
41	CC(=O)Nc1ccc(Oc2cnccn2)cc1	-5%	21	-6	.
42	Cc1ccc(CC(=O)NCc2ccc3c(c2)OCO3)cc1	-14%	-2	9	-2%
43	C=CCSc1nnc2c(n1)OC(c1c(C)[nH]n(-c3ccccc3)c1=O)Nc1ccccc1-2 (stereo not drawn)	2%	-24	-5	-12%
44	COc1ccc(NC(=O)C23CCC(C2)C(C)(C)C3=O)cc1 (stereo not drawn)	2%	?	-3	0%
45	Cc1ccc(Nc2nnns2)cc1	-3%	25	4	-3%
46	COc1cccc2sc(N)nc12	-1%	.	.	-3%
47	CC(=O)N/C(=C/c1ccc2c(c1)OCO2)C(=O)NCC(=O)O	-4%	5	.	.
48	Cc1ccc(Cn2ccc(NC(=O)CCSc3nc(-c4ccco4)cc(C(F)(F)F)n3)n2)cc1	-6%	25	7	5%
49	CC(=Nc1ccccc1)C1=C(O)CCCC1=O	-1%	38	.	.
50	CCCC12CN3CCN(CC(C3)/C1=N\NC(=O)Nc1ccccc1)C2	-2%	3	.	.

More entries.
no.	SMILES	ALOX12 inhib	PNC inhibitor	IMPase inh	ALOX15B inhib
51	FC(F)(F)c1cc(-c2ccco2)nc(-n2nc(C(F)(F)F)cc2C2CC2)n1	-3%	-16	12	-15%
52	Cc1ccc(C)c(C(=N)c2ccccc2Cc2ccccc2)c1	-7%[11.4 µM]	.	.	11%[11.4 µM]
53	Cc1ccc(CNC2=NCCCCC2)n1C	-1%	-17	-1	0%
54	CCOC(=O)c1ccc2c(c1)nc(COc1ccc(OC)cc1)n2CC	8%	38	-4	6%
55	O=C(Nc1ccccc1)N1CCC(c2nc(-c3ccc(S(=O)(=O)N4CCOCC4)cc3)no2)CC1	-7%	-7	5	1%
56	CC(/C=C/c1ccc(O)cc1)=N/O	21%	?	-2	.
57	CC(C)(C)c1ccc(NC(=O)COC(=O)C2=COCCO2)cc1	-2%	-17	5	4%
58	C=CCNC(=O)CN(c1ccccc1OCC)S(=O)(=O)c1ccc(C)cc1	7%	-26	6	6%
59	N#Cc1cn(-c2ccccc2)nc1-c1ccccc1	-13%	26	2	-4%
60	CCOc1ccc(CSC2=NCCN2)cc1Cl	0%	48	8	15%
61	CCOc1ccc(S(=O)(=O)NCC(=O)N(C)Cc2cccnc2)cc1	?	?	1	0%
62	CCN1/C(=C2\C(=O)N(C)C(=S)N2C)C=Cc2cc(OC)ccc21	0%	-14	13	.
63	O=C(Cc1cccs1)N/N=C/C=C/c1ccco1	-20%	19	.	.
64	COc1ccc(C(=O)Nc2nc3c(s2)CCCC3)cc1S(=O)(=O)N1CCCc2ccccc21	-7%	-123*	.	.
65	O=C(CSCc1cccc(Br)c1)N1CCOCC1	-7%	19	0	4%
66	CCCc1nc2ccccc2n1CCc1ccccc1	-2%	-8	.	.
67	O=C(NNC(=O)c1cccnc1SCc1cccc([N+](=O)[O-])c1)c1ccccn1	4%	9	-1	.
68	COc1ccc(NC(=O)c2ccc(-c3ccc(-c4noc(C)n4)cc3C)cc2)cc1OCCN(C)C	4%	.	11	25%
69	CNc1cc(NS(=O)(=O)c2ccc(N)cc2)nc(NC)n1	-4%	.	6	-9%
70	CN(CC(=O)N1CCCCCC1)S(=O)(=O)c1cccc2cccnc12	3%	-7	-1	0%
71	CCN(CC)C(=O)Oc1ccc2cc(Br)ccc2c1	-1%	-5	.	.
72	CC1CCN(C(=O)CCCOc2cc(=O)n(C)c3ccccc23)CC1	6%	?	2	-7%
73	O=[N+]([O-])c1ccc2c(c1)C(N1CCOCC1)/C(=C/COc1ccc3ccccc3c1Br)O2 (stereo not drawn)	-1%	-20	10	-1%
74	O=[N+]([O-])c1cc(C=Nc2ccc3ccccc3c2)ccc1Br	-4%	4	0	.
75	Brc1ccc(-c2nnc3ccc(Nc4ccccc4)nn23)cc1	0%	-8	.	.

Sorted by formula weight (smallest number first): some entries from above
no.	SMILES	ALOX12 inhib	PNC inhibitor	IMPase inh	ALOX15B inhib
27	Cc1ccc(S(=O)(=O)N2CCCC2C(=O)O)cc1 (stereo not drawn)	0%	10	-2	0%
47	CC(=O)N/C(=C/c1ccc2c(c1)OCO2)C(=O)NCC(=O)O	-4%	5	.	.
32	CC(C)(C)n1nnnc1C(c1ccccc1)N1CCc2ccccc2C1 (stereo not drawn)	5%	20	12	-6%
29	COc1cccc(/C=C2/CN(C)CC3=C2OC(N)=C(C#N)C3c2cccc(OC)c2)c1 (stereo not drawn)	-6%	?	11	.

(listing goes on)
no.	SMILES	ALOX12 inhib	PNC inhibitor	IMPase inh	ALOX15B inhib
76	Cc1cccc(N/C(=N\S(=O)(=O)c2ccccc2)C(F)(F)F)c1	6%	99	-2	.
77	CCc1nc(NCc2ccco2)c2oc3ccccc3c2n1	-12%	12	7	19%
78	Cc1ccc(NC(=O)c2ccc(OC(=O)COc3cccc(Cl)c3)cc2)cc1	-3%	?	1	.
79	O=C(O)C(Cc1ccccc1)N1C(=O)/C(=C/c2cccc3ccccc23)SC1=S (stereo not drawn)	-4%	45	5	20µM*
80	O=C(Oc1ccccc1C(=O)O)c1ccccc1O	-2%	.	.	-10%
81	NC(=O)SCC(=O)Nc1cccc(Cl)c1	-2%	-13	12	?
82	N#Cc1nc(-c2ccco2)oc1N1CCN(C(c2ccccc2)c2ccccc2)CC1	2%	21	3	-6%
83	O=c1[nH]n(-c2ccc(Cl)cc2)c2ncccc12	-3%	3	2	-13%
84	COc1ccc(/C=N/NC(=O)CCc2n[nH]c(=O)[nH]c2=O)cc1O	-2%	3	2	.
85	COc1ccccc1C(=O)Nc1nc(N)n(-c2ccccc2)n1	5%	68	9	-17%
86	CCCCC(=O)Nc1sc2c(c1-c1nc3ccccc3s1)CCN(C(C)=O)C2	-12%	-28	6	-21%
87	Cc1c(C(=O)NCc2ccc3c(c2)OCO3)oc2ccc(Br)cc12	-3%	-28	3	-5%
88	CSCCC(NC(=O)c1cccc(C)c1)C(=O)OCC(=O)NC(=O)c1cccn1C (stereo not drawn)	0%	-11	1	.
89	CCCc1nnc(NC(=O)NCCN2C(=O)C3C4C=CC(C4)C3C2=O)s1 (stereo not drawn)	-1%	-5	-5	.
90	Nc1cccc(C(=O)Nc2ccc3nc(-c4cccnc4)[nH]c3c2)c1	-1%	17	.	.
91	COc1cccc(NC=C2C(=O)OC3(CCCCC3)OC2=O)c1	-7%	22	6	4%
92	O=C(CCN1CCN(c2ccc(F)cc2)CC1)Nc1ccc(F)cc1	0%	-17	?	22%
93	COCCN1C(=O)c2ccc(C(=O)O)cc2C1=O	2%	20	-1	2%
94	Cc1nc(NC(=O)/C=C/c2ccc(F)cc2)sc1C(=O)N(C)C	1%	-18	.	.
